Screening results (PubChem)
OX1R antag-1: antagonists of human orexin 1 receptor (OX1R). inhibition, % at 6.6 µM. OX1R-expressing cells, FRET antagonist read-out. Orexin/Hypocretin receptor type 1 (Homo sapiens), O43613. hit rate 1.8% among 330,000. AID 485270, 2010; in the data active = inhibition mostly above about 38%, no sharp cut-off; inactive = mostly below about 40%;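 note: 0% = agonist challenge alone and 100% = reference antagonist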
Target sequence (O43613 whole entry, looked up): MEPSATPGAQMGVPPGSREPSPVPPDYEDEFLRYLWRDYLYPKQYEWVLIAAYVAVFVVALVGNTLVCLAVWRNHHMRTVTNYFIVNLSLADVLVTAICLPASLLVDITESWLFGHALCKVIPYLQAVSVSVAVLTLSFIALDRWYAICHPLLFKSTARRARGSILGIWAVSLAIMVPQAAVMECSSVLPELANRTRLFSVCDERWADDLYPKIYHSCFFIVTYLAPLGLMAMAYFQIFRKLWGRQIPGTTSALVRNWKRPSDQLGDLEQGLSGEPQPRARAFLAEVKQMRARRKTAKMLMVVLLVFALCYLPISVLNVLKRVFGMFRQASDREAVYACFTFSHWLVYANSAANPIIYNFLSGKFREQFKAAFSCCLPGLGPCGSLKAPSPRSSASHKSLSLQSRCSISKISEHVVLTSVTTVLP
CHT allo act: CHT positive allosteric modulators, primary screen, cell-based, membrane potential dye, choline EC20 | CHT-expressing cells; active compounds read high; LV-AA mutant CHT in HEK293 cells | High affinity choline transporter 1 (Homo sapiens), Q9GZV3 | B-score at 10 µM | hit rate 0.49% among 310,000;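 active = initial fluorescence not abnormally high and integrated response B-score, plate-corrected, over 3 SD above library mean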
Target sequence (Q9GZV3 whole entry, looked up): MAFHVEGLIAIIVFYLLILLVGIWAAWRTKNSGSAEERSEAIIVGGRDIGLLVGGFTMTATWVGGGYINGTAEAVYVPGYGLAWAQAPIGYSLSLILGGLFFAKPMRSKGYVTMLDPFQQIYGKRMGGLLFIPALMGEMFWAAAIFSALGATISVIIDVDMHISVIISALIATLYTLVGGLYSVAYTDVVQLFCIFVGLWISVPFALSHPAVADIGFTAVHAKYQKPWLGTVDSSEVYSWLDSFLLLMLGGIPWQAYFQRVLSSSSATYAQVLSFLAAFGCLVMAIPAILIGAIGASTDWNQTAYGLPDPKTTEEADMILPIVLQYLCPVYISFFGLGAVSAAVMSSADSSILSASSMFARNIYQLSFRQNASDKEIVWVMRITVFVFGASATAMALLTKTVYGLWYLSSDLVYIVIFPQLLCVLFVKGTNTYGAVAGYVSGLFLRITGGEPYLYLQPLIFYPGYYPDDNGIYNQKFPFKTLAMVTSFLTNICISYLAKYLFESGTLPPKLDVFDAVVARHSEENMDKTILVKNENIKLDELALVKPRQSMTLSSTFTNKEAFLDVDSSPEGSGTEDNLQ
OX1R antag-2: OX1R (HCRTR1) antagonists, primary screen, fluorescence, CHO/OX1R cells, Fluo-8 calcium, orexin A. Orexin/Hypocretin receptor type 1 (Homo sapiens), O43613. Fluo-8 calcium fluorescence. inhibition, % at 5 µM. hit rate 0.43% among 330,000. AID 434989, 2010;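 active = inhibition above its plate's threshold, mean inhibition of all tested compounds on the plate plus 3 SD, cut at about 37% in these data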;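 note: 0% = orexin A challenge wells and 100% = SB-334867-A antagonist wells; not every result past the cut was called active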
* hit, by the source's call; i = inactive; nt = no result given.

Every second line gives: OX1R antag-2	CHT allo act	OX1R antag-1
1: Cc1csc(N2CCN(c3cc4c(cc3Cl)nc(-c3ccncc3)n4CCCN3CCCC3)CC2)n1
    -49.3	i	23.5
2: Cc1ccc(C(=O)N2CCNC(=O)C2CC(=O)Nc2ccc(F)cc2)cc1C (centres undefined)
    -13.1	i	24.1
3: Cc1cc(C)c2nc(N3CCCC(C(=O)N4CCC(C(N)=O)CC4)C3)sc2c1 (centres undefined)
    -36.9	i	10.2
4: CC(Oc1ccccc1)C(=O)OCC(=O)NC(=O)NCc1ccco1 (centres undefined)
    -15.1	i	17.6
5: Fc1cnc(N2CCOCC2)nc1N1CCOCC1
    -0.8	i	11.1
6: CC1=NNC(=O)c2ccccc2O1
    -3.5	i	-1.6
7: COc1cc(-c2csc(NC3CCCCC3)n2)cc(OC)c1OC
    -40.9	i	13.5
8: Cc1ccc(C2CC2c2n[nH]c(=S)n2-c2cccc(C)c2)cc1 (centres undefined)
    -26.8	i	19.8
9: CCCCCC/C(=N/O)c1ccccn1
    -11.7	i	30.6
10: COCCCn1c(SCC(=O)NC2CCCCC2)nc2ccccc2c1=O
    -15.8	i	10.7
11: O=C(CNc1ccc(Cl)cc1)c1ccc(Br)cc1
    -6.6	i	11.8
12: CN(C)c1nc(N)nc(CSc2nnnn2-c2ccccc2)n1
    -9.9	i	10.3
13: Cc1cc(C)n(-c2ccc3nncn3n2)n1
    -6.3	i	6.0
14: CC1CCN(Cc2ccc(NC(=O)CC3Oc4ccccc4NC3=O)cc2)CC1 (centres undefined)
    -2.4	i	10.7
15: CCCCC(CC)CNC(=O)CCS(=O)(=O)c1cccc2nsnc12 (centres undefined)
    -15.0	i	29.8
16: Cc1c(-c2ccc(Cl)cc2)[n+](=O)c(-c2ccccc2)cn1[O-]
    6.0	i	23.1
17: C=CCSc1nc2ccccc2n2cnnc12
    -17.0	i	4.7
18: Nc1ccn(-c2ccccc2)c(=O)c1
    -11.5	i	11.7
19: COc1ccc(/C=C/C(=O)NC(=S)NNC(=O)c2cccnc2)cc1OC
    -17.6	i	17.0
20: COc1cccc(-c2cc(C(=O)N3CCN(Cc4ccccc4)CC3)no2)c1
    -20.4	i	13.3
21: COc1cc(NC(=O)CCN2CC(C)OC(C)C2)cc(OC)c1 (centres undefined)
    -14.9	i	20.7
22: Oc1ccc(/C=N/n2cnn(Cc3ccccc3Cl)c2=S)c(O)c1
    -11.8	i	11.9
23: CCc1nc(SCC(=O)Nc2ccccc2)c2c(=O)n(C)c(=O)n(C)c2n1
    -15.3	i	2.5
24: COC(=O)c1ccc(CSc2n[nH]c(=S)s2)o1
    -10.6	i	22.8
25: CCNS(=O)(=O)c1ccc(CCC(=O)NCCc2ccc(OC)cc2)cc1
    -15.9	i	19.5
26: CCCCCC(=O)Nc1ccc(Cc2ccncc2)cc1
    -13.8	i	23.6
27: Nc1ncnc2c1C(c1ccccc1)c1c(ccc3ccccc13)O2 (centres undefined)
    10.9	nt	8.6
28: CCN(CC(=O)Nc1ccc(OC)cc1)C(=O)c1cc2c(s1)CCCCC2
    -16.9	i	9.3
29: COc1ccc(N2CCN(C(=O)C3CCN(S(=O)(=O)c4ccc(C)cc4)CC3)CC2)cc1
    -8.6	i	8.0
30: CSc1ncccc1C(=O)OCC(=O)N(C)C1CCS(=O)(=O)C1 (centres undefined)
    -4.5	i	24.9

Arranged by count of non-hydrogen atoms (high to low): some entries from above
Every second line gives: OX1R antag-2	CHT allo act	OX1R antag-1
27: Nc1ncnc2c1C(c1ccccc1)c1c(ccc3ccccc13)O2 (centres undefined)
    10.9	nt	8.6
11: O=C(CNc1ccc(Cl)cc1)c1ccc(Br)cc1
    -6.6	i	11.8
17: C=CCSc1nc2ccccc2n2cnnc12
    -17.0	i	4.7

(further entries)
Every second line gives: OX1R antag-2	CHT allo act	OX1R antag-1
31: CCOc1cc(N2CCOCC2)c(OCC)cc1NC(=O)[C@H](C)NC(=O)c1ccco1
    11.0	i	45.2
32: CCCn1c(-c2ccc[nH]c2=O)nc2cc(C)c(C)cc21
    -8.6	i	1.6
33: CN(Cc1ccccc1)C(=O)c1ccc(COc2ccccc2)cc1
    -4.3	i	27.7
34: O=C(CSc1nnc(-c2ccc(C(F)(F)F)cn2)s1)c1ccc(Cl)cc1
    18.8	i	0.0
35: COC(=O)CNC(=O)CCCCC(=O)NCC(=O)OC
    -6.7	i	4.8
36: Cc1cc2c(cc1C)-c1nnnn1C(C)(C)C2
    -12.9	i	11.7
37: Cc1c(CC(=O)NCCC(=O)O)c(=O)oc2cc3occ(-c4ccccc4)c3cc12
    5.2	i	15.1
38: CN(Cc1ccccc1)c1nc2c(c(=O)[nH]c(=O)n2C)n1Cc1ccccc1
    -18.0	i	5.2
39: CN1OC(COC(=O)c2ccc(Cl)cc2Cl)CC1c1ccccc1 (centres undefined)
    -12.2	i	11.4
40: N#C/C(=C\c1c(Oc2ccccc2Cl)nc2ccccn2c1=O)C(=O)NC1CCS(=O)(=O)C1 (centres undefined)
    -0.7	i	21.3
41: O=C(/C=C/c1ccccc1[N+](=O)[O-])NCc1cccnc1
    -12.2	i	61.3*
42: CCOC(=O)C(C)Sc1nc2c(cnn2-c2ccc(F)cc2)c(=O)[nH]1 (centres undefined)
    -20.7	i	8.7
43: COc1ccc(OC)c(N2C(=O)CC(Cc3ccc(C)cc3)C2=O)c1 (centres undefined)
    -23.6	i	10.9
44: c1coc(CNc2ncnc3[nH]ncc23)c1
    -5.9	i	-6.0
45: COc1ccccc1NC(=O)CSc1nnc(NC(=O)C2CC2)s1
    -27.6	i	7.0
46: O=C1[C@@H](Oc2ccccc2)[C@@H](c2cnc3ccccc3c2)N1c1ccccc1
    16.7	nt	40.7*
47: C[n+]1cccc(/C=N/NC(=O)CC23CC4CC(CC(C4)C2)C3)c1
    -11.2	i	6.6
48: Cc1[nH]nc(-c2ccc(O)c(C)c2O)c1Oc1ccccc1
    -4.3	i	15.8
49: COc1ccccc1OCCNC(=O)CCS(=O)(=O)c1ccccc1
    3.0	nt	13.5
50: C=CCOC(=O)Nc1c(C(=O)OC)[nH]c2ccc(Cl)cc12
    -13.2	i	22.2
51: Cc1ccc(-c2cc(N)n[nH]2)cc1
    -17.9	i	12.7
52: CN(CCO)S(=O)(=O)c1ccc2c(c1)C(=NO)c1cc(S(=O)(=O)N(C)CCO)ccc1-2
    16.2	i	16.3
53: CC1(C)CC(=O)c2cc(OCC(=O)NCCCN3CCN(c4ccccc4F)CC3)ccc2O1
    -20.6	i	11.2
54: Cc1cc(OCCSc2nnc(-c3cccs3)n2C)ccc1Cl
    -20.2	i	22.0
55: Cc1cc(-c2nnc(SCC(=O)Nc3c(C)cccc3C)n2N)n[nH]1
    9.5	i	-0.7
56: CC(C)(C)n1nc2c(c1NC(=O)c1ccc(Br)o1)CS(=O)C2 (centres undefined)
    -16.6	i	21.3
57: O=S(=O)(Nc1nnc(C2CC2)s1)c1ccccc1
    -11.1	i	-8.3
58: Cc1c(-c2cccc(Cl)c2)nc2ccccc2c1C(=O)OC/C(O)=C(\C#N)c1nc2ccccc2[nH]1
    -8.1	i	-1.7
59: COc1ccc2[nH]c(=O)c(COC(=O)c3ccco3)cc2c1
    -14.6	i	17.0
60: CC(C)NC(=O)c1ccccc1NC(=O)CCS(=O)(=O)Cc1ccccc1
    -14.7	i	18.6
61: Nc1nc(NC(=O)c2cccnc2)nn1-c1ccccc1
    -20.3	i	6.3
62: O=C(NCC(=O)N1CCN(S(=O)(=O)c2ccc3c(c2)OCCO3)CC1)c1ccccc1F
    -23.3	nt	11.8
63: Cc1c(C(=O)OCC(=O)Nc2ccc(C(N)=O)cc2)cccc1[N+](=O)[O-]
    -14.9	i	13.6
64: CCOC(=O)c1ccc(NC(=O)CSc2nc3c(c(=O)n2CC)SC(C)C3)cc1 (centres undefined)
    -17.9	i	10.8
65: COc1ccc(N(CC(=O)N/N=C/c2ccc(OC3CSC3)cc2)S(=O)(=O)c2ccccc2)cc1
    -28.8	i	0.9
66: CCOc1cc(CN2CCOCC2)cc(C(C)=O)c1
    -3.7	i	18.1
67: Cc1ccc(SCC(=O)NCCN2C(=O)CSC2=O)c(C)c1
    -19.1	i	11.4
68: Cn1c(SCC(=O)c2ccccc2)nnc1-c1cccc(N)c1
    -5.6	i	28.0
69: Cc1nc(SCC(O)CO)c([N+](=O)[O-])[nH]1 (centres undefined)
    -3.6	i	27.3
70: C=CCn1c(SCC(=O)Nc2cc(C)on2)nc2sc3c(c2c1=O)CCCC3
    -21.8	i	7.1
71: CC(C)CNS(=O)(=O)c1ccc(Br)cc1N1CCC[C@@H]1CO
    -18.9	nt	3.6
72: COc1ccc(CN2CCC(C(N)=O)CC2)cc1OCc1ccccc1
    -10.6	i	5.5
73: COc1cc(C(=O)N2CCN(C(=O)CC(C)C)CC2)cc(OC)c1OC
    -2.7	i	-1.9
74: CCC1=NN(C(=O)c2cccnc2)C(O)(C(F)(F)F)C1 (centres undefined)
    -1.0	i	-4.0
75: COc1ccc(C2C/C(=N\O)C(C)(C)O2)cc1 (centres undefined)
    -10.2	i	0.5
76: COc1cc(NC(=O)c2ccc(C)c([N+](=O)[O-])c2)ccc1NC(=O)c1ccco1
    -17.6	i	34.9
77: Cc1c(NC(=O)C(C)OC(=O)c2ccc(Br)o2)c(=O)n(-c2ccccc2)n1C (centres undefined)
    -4.8	i	9.9
78: OCCCCCNc1ncnc2ccccc12
    6.2	i	33.5
79: CC(=O)n1c2ccccc2c2c1c1ccccc1n2C
    -0.5	i	60.9*
80: O=C(c1ccc2ccccc2c1)C1CCCN(C(=O)CN2C(=O)CSC2=O)C1 (centres undefined)
    -16.0	i	28.0
81: CCC(c1nnc(SCC(=O)N2CC3(C)CC2CC(C)(C)C3)o1)N(C)C (centres undefined)
    -18.6	i	9.3
82: Cc1ccc(C)c(NC(=O)C2CCCN(S(=O)(=O)c3c(C)noc3/C=C/N(C)C)C2)c1 (centres undefined)
    3.0	i	8.0
83: COc1ccc(-c2cc(-c3ccccc3)n[nH]2)c(O)c1
    -16.1	i	6.7
84: COc1ccccc1CNC(=O)C1CCCN(c2cnccn2)C1 (centres undefined)
    -12.9	i	6.8
85: Fc1ccccc1Nc1ncnc2c1nnn2Cc1ccccc1
    -6.4	i	1.9
86: Cc1cc(NC(=O)CNC(=O)C2CCCCC2)no1
    -12.2	i	-3.1
87: COc1ccc(S(=O)(=O)Cc2ccc(C(=O)NCc3ccco3)o2)cc1
    -12.8	i	11.8
88: COC(=O)c1[nH]c2ccccc2c1NC(=O)C(C)N1CCN(C(=O)c2ccco2)CC1 (centres undefined)
    -8.6	i	4.2
89: O=C(CN1C(=O)NC2(CCCCCC2)C1=O)c1ccc(OC(F)F)cc1OC(F)F
    -27.3	i	4.0
90: CN=C1SC(CC(=O)Nc2c(C)cccc2C)C(=O)N1/N=C/c1cccs1 (centres undefined)
    -24.7	i	12.0

The list continues:
Every second line gives: OX1R antag-2	CHT allo act	OX1R antag-1
91: O=C(CSc1ncn[nH]1)N1N=C(c2ccc(Cl)cc2)CC1c1ccco1 (centres undefined)
    -21.9	i	-0.6
92: CSc1nc(Oc2ccc(=O)[nH]n2)nc(N(C)C)n1
    -1.4	i	2.5
93: CCCCN1C(=S)SC(C)(C)C1/[N+]([O-])=C/c1ccc(S(=O)(=O)NC)cc1 (centres undefined)
    -13.0	i	3.5
94: Cc1noc2ncc(C(=O)c3cc(F)ccc3O)cc12
    -8.1	i	14.4
95: Cc1cccc(N2CCN(C(=O)c3cccc(N4C(=O)C5C6C=CC(C6)C5C4=O)c3)CC2)c1C (centres undefined)
    -18.4	i	2.0
96: Cc1ccc(N/C=C/C(=O)c2ccco2)c(O)c1
    -15.4	i	33.3
97: CC1=C(C(=O)O)N2C(=O)C(NC(=O)c3ccc(F)cc3)C2SC1 (centres undefined)
    0.1	nt	-0.4
98: CCC(=O)N1CCN(c2ccc(NC(=O)c3ccc(C#N)cc3F)cc2Cl)CC1
    -17.1	i	15.6
99: CC(=O)Nc1cccc(/C(C)=N/NS(=O)(=O)c2ccccc2)c1
    -24.7	i	9.6
100: N/C(=N\OC(=O)c1cccc2ccccc12)c1ccncc1
    -17.8	i	12.3
101: COc1ccc(C(=O)OCC(=O)N(C)C2CCS(=O)(=O)C2)cc1S(=O)(=O)N1CCCc2ccccc21 (centres undefined)
    -35.4	i	14.9
102: O=C1COc2ccc(C(=O)CSc3nnc(Cc4cccs4)n3-c3ccccc3)cc2N1
    -12.3	i	13.5
103: O=C(N/N=C/c1ccc(Cl)cc1)c1sccc1OCc1ccc(F)cc1
    -19.2	i	19.9
104: O=C(C(=O)N1CCN(C(=O)c2ccco2)CC1)c1c[nH]c2ccccc12
    2.2	i	6.6
105: O=c1[nH]c2ccc(S(=O)(=O)N3CCCC3)cc2[nH]1
    -0.6	i	7.7
106: CCCCNC(=O)CCn1c(=S)[nH]c2cc3c(cc2c1=O)OCO3
    -6.8	i	6.3
107: CCC1CCCCN1C1Sc2ccc(C(=O)OC)cc2NC1=O (centres undefined)
    10.3	i	0.8
108: COCCn1nnnc1C(c1ccccc1OC)N1CCN(c2ccccc2F)CC1 (centres undefined)
    -29.7	i	24.6
109: O=C1NCCSC1c1ccccc1 (centres undefined)
    -14.6	i	17.2
110: Cc1cccc(C(C)C)c1NC(=O)c1ccc(OCC2CCCO2)cc1 (centres undefined)
    -5.8	nt	4.6
111: Cc1ccc(O)c(NC(=O)c2cccc(S(=O)(=O)N3CCCCC3)c2)c1
    -25.0	i	33.5
112: CC(=O)N1N=C(c2ccc(C)cc2)OC1c1ccc(C(C)C)cc1 (centres undefined)
    -36.9	i	7.8
113: C/C(=N/NC(=O)CNC(=O)c1cccs1)c1ccco1
    0.1	i	2.5
